# Screening data: PubChem BioAssay, National Center for Advancing Translational Sciences (NCATS)
# KDM5B inh = Primary screen for KDM5B Histone Demethylases FDH-coupled qHTS | KDM5B demethylase, FDH-coupled NADH fluorescence (FDH is formaldehyde dehydrogenase) | Potency, µM (highest dose often 57.7 µM), for the others: top-dose activity change, negative = inhibition, usual class: inhibitors | 220,000 compounds, 2.6% hits | AID 1347165, 2019; active = well fitted inhibition curve with a large enough effect; inconclusive = small, poorly fitted or top-dose-only effect; inactive = no such curve, though single readings can be large or run the other way; note: 0% is about no effect; nearly all actives have a fitted effect of over 70% in size
# Target sequence (Q9UGL1 whole entry, looked up): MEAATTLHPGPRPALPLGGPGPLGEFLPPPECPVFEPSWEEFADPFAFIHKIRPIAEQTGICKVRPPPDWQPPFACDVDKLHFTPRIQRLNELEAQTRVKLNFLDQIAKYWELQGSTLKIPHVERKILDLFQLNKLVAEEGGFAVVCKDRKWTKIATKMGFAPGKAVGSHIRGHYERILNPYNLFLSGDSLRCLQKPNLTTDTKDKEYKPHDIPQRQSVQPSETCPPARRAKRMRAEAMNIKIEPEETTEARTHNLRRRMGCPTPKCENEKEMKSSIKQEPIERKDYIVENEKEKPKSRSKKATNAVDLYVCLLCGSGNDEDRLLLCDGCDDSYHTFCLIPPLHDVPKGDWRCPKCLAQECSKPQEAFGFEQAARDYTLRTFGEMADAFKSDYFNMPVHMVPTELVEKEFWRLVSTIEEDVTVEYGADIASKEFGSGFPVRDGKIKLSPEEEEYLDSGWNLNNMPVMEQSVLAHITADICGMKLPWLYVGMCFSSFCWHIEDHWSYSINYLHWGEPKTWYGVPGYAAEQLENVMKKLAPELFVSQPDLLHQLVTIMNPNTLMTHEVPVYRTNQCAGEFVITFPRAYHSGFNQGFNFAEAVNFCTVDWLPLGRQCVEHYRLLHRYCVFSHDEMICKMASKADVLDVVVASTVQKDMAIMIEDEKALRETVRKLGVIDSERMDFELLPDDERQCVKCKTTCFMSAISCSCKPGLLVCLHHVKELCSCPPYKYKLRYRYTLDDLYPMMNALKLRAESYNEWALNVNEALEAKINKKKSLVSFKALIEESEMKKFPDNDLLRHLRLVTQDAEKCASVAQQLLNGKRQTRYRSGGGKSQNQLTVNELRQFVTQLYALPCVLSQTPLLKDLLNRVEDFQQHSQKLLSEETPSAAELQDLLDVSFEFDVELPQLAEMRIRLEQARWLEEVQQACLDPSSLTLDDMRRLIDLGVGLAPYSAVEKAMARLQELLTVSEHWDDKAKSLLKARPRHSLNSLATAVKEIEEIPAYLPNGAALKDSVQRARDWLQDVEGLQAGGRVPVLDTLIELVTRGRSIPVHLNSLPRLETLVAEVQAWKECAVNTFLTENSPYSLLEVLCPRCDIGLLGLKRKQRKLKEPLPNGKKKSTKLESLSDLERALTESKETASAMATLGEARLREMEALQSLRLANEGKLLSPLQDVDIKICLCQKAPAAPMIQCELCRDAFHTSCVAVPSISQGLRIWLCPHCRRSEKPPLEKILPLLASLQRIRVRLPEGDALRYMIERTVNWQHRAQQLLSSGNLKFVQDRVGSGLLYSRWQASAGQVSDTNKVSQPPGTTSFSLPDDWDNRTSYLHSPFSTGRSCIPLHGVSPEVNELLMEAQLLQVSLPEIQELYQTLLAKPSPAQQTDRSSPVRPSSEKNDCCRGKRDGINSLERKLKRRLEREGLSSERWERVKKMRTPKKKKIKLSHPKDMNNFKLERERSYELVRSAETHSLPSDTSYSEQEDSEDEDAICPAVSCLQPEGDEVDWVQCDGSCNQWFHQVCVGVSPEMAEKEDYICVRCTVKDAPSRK
#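 qHTS format, multiple compound concentrations. Buffer 50 mM HEPES pH 7.5/0.01% Tween-20; 200 nM KDM5BΔAP final; 10 min compound preincubation; substrate-mix levels 12.5 µM peptide, 25 µM α-KG, 0.25 mM NAD⁺; 30 min RT; ΔRFU.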
# Starred values were filed as active, the others as inactive; i = inactive; ? = inconclusive; [ ] = dose if it differs, or a comment. Potency is the fitted concentration of half-maximal effect. These rows are one share of the data; rates above refer to the full screens.
# The first seven entries, to show the layout:
O=C(NNC(=O)c1ccc2nonc2c1)Nc1ccc(Cl)cc1
  KDM5B inh: 17.1%

NC(CN1CCCC1)C1CCCCC1 (stereo not given)
  KDM5B inh: ?

O=C1CCC([N+](=O)[O-])C(c2ccc(C(F)(F)F)cc2)N1 (stereo not given)
  KDM5B inh: -0.6%

Cc1ccc(C)c(N2CCN(C(=O)NCc3noc4ccccc34)CC2)c1
  KDM5B inh: 10.2%

O=C(NCCc1ccc(Cl)cc1)c1nc(-c2ccsc2)c2ccccn12
  KDM5B inh: 22.4µM*

Cc1cc(C)nc(CNC(=O)c2cccc(CCC(C)(C)O)c2)n1
  KDM5B inh: 19.7%

O=C(N[C@@H]1CN(C(=O)c2ccc3nc[nH]c3c2)CC[C@@H]1CO)C1CC1
  KDM5B inh: -23.9%

# Main list, repeating the preview:
O=C(NNC(=O)c1ccc2nonc2c1)Nc1ccc(Cl)cc1
  KDM5B inh: 17.1%

NC(CN1CCCC1)C1CCCCC1 (stereo not given)
  KDM5B inh: ?

O=C1CCC([N+](=O)[O-])C(c2ccc(C(F)(F)F)cc2)N1 (stereo not given)
  KDM5B inh: -0.6%

Cc1ccc(C)c(N2CCN(C(=O)NCc3noc4ccccc34)CC2)c1
  KDM5B inh: 10.2%

O=C(NCCc1ccc(Cl)cc1)c1nc(-c2ccsc2)c2ccccn12
  KDM5B inh: 22.4µM*

Cc1cc(C)nc(CNC(=O)c2cccc(CCC(C)(C)O)c2)n1
  KDM5B inh: 19.7%

O=C(N[C@@H]1CN(C(=O)c2ccc3nc[nH]c3c2)CC[C@@H]1CO)C1CC1
  KDM5B inh: -23.9%

Cc1cccc(-n2nnnc2C(C)(C)NC2CCCCC2)c1
  KDM5B inh: 9.7%

O=C(C1CCC1)N1CCN(c2ccc(C(F)(F)F)cc2[N+](=O)[O-])CC1
  KDM5B inh: -7.4%

CCC(=O)N1CCc2cc(S(=O)(=O)Nc3cc(C)ccc3OC)ccc21
  KDM5B inh: 1.5%

Cc1ccc(-c2nnc3ccc(NC4CCCCC4)nn23)nc1
  KDM5B inh: ?

Cc1ccc2nc(SCc3nc(-c4cccc(Cl)c4)no3)[nH]c2c1
  KDM5B inh: 4.2%

COc1ccc(CN2CCc3ccc(NC(=O)c4ccncc4)cc3C2)c(F)c1
  KDM5B inh: 5.7%

N#Cc1ccc(-c2cccs2)nc1SCc1ccc(Br)cc1
  KDM5B inh: ?

N#Cc1c(N)sc2c1-c1ccccc1CC2
  KDM5B inh: ?

CCc1ccc(CSc2nc(-c3ccccc3OC)nc3c2Cc2c(CO)cnc(C)c2O3)cc1
  KDM5B inh: ?

COc1ccccc1C(=O)NCC(c1ccc(N(C)C)cc1)N1CCc2ccccc21 (stereo not given)
  KDM5B inh: ?

O=C(OCC(=O)N1CCCCC1)c1ccc2c(c1)S(=O)(=O)c1ccccc1C2=O
  KDM5B inh: 28.5%

CCCc1cc(=O)oc2cc(C)cc(OC(C)C(=O)NCCCO)c12 (stereo not given)
  KDM5B inh: ?

O=C(c1ccc(CN2C(=O)NC3(CCS(=O)(=O)CC3)C2=O)cc1)N1CCCCC1
  KDM5B inh: 1.5%

C=CCOC(=O)c1c(C)[nH]c(C(=O)OCC)c1C
  KDM5B inh: 33.7%

Cc1ccc(Nc2nc(COC(=O)c3ccc4c(c3)C(=O)N(c3ccccc3C)C4=O)cs2)cc1
  KDM5B inh: -2.5%

O=C(NCC(c1ccco1)S(=O)(=O)c1ccc(Cl)cc1)c1ccc2c(c1)OCO2 (stereo not given)
  KDM5B inh: 5.5%

Clc1ccc(-c2nnn3c2nc(N2CCCCC2)c2ccccc23)cc1
  KDM5B inh: -29.0%

CC(=O)N1CCCN(Cc2cn(-c3cccc(C)c3)nc2-c2cccc(F)c2)CC1
  KDM5B inh: -6.8%

# Continued; the last 6 above are carried over.
O=C(c1ccc(CN2C(=O)NC3(CCS(=O)(=O)CC3)C2=O)cc1)N1CCCCC1
  KDM5B inh: 1.5%

C=CCOC(=O)c1c(C)[nH]c(C(=O)OCC)c1C
  KDM5B inh: 33.7%

Cc1ccc(Nc2nc(COC(=O)c3ccc4c(c3)C(=O)N(c3ccccc3C)C4=O)cs2)cc1
  KDM5B inh: -2.5%

O=C(NCC(c1ccco1)S(=O)(=O)c1ccc(Cl)cc1)c1ccc2c(c1)OCO2 (stereo not given)
  KDM5B inh: 5.5%

Clc1ccc(-c2nnn3c2nc(N2CCCCC2)c2ccccc23)cc1
  KDM5B inh: -29.0%

CC(=O)N1CCCN(Cc2cn(-c3cccc(C)c3)nc2-c2cccc(F)c2)CC1
  KDM5B inh: -6.8%

Fc1ccc(OC2CN(CC3CC3)C2)cc1F
  KDM5B inh: 7.6%[230 µM]

Cc1ccc(C)c(N2CCN(S(=O)(=O)c3ccc(-c4cnc(C5CC5)o4)cc3)CC2)c1
  KDM5B inh: -12.8%

Cc1ccc(NC(=O)NCC2CCCN(Cc3ccncc3)C2)cc1 (stereo not given)
  KDM5B inh: -31.1%

Cc1ccc(CC(=O)N2CCC3(CC2)N=C(c2ccc(C)cc2)NO3)cc1
  KDM5B inh: -26.9%

CC(=O)c1ccc(/C=C/c2ccccc2)cc1
  KDM5B inh: ?

O=C1CCCCCN1C1CCN(Cc2ccccn2)CC1
  KDM5B inh: -26.1%[86.2 µM]

COc1cccc(CN2CCCC3(CCN(c4nc5ccccc5o4)C3)C2=O)c1 (stereo not given)
  KDM5B inh: -19.7%

CC(=O)N1CCC(N2C[C@H](O)C[C@H]2c2nc(-c3cnccn3)no2)CC1
  KDM5B inh: 9.3%[86.2 µM]

Cc1cc(C(=O)CCC(=O)NC2CCCCC2)c(C)s1
  KDM5B inh: 17.5%

CC1=NOC2(CCN([S+](=O)([O-])c3cccc(C(F)(F)F)c3)C2)C1 (stereo not given)
  KDM5B inh: 33.4%[activator][86.2 µM]

Cc1cccc(Nc2nnc(SCC(=O)N3CCOCC3)s2)c1C
  KDM5B inh: -11.3%

Cc1ccc(-c2ccc3nnc(CNC(=O)C(C)c4ccccc4)n3n2)cc1 (stereo not given)
  KDM5B inh: ?

CS(=O)(=O)c1cccc(C(=O)N2CCCN(C(=O)c3ccccc3)CC2)c1
  KDM5B inh: 14.2%

Cc1ccsc1/C=N/n1c(-c2cc(-c3ccccc3)n[nH]2)n[nH]c1=S
  KDM5B inh: ?

O=S(=O)(c1ccc(Cl)cc1)c1nc(-c2ccco2)oc1SCc1ccc(F)cc1
  KDM5B inh: -5.7%

CN(C)c1ccc(CN(CC2CCCO2)C(=O)COc2ccc(Cl)cc2)cc1 (stereo not given)
  KDM5B inh: -6.7%

O=C(NCc1ccccn1)c1ccc(Cn2ccn3nc4c(c3c2=O)CCCC4)cc1
  KDM5B inh: 5.4%

CCCc1cc(=O)oc2c(C)c(OCC(=O)NCCCn3ccnc3)ccc12
  KDM5B inh: ?

Cc1cc(C)n2nc(SCC(=O)Nc3cc(Cl)ccc3C)nc2n1
  KDM5B inh: -4.3%

Cc1cccc(NC(=O)Nc2c[nH]c(=O)[nH]c2=O)c1
  KDM5B inh: ?

CCc1ccc(-n2nc(C)c3c(C)cc(=O)n(CC(=O)NCc4ccc(C)cc4)c32)cc1
  KDM5B inh: -11.0%

O=C1CCC2(CCN(C/C=C/c3ccccc3)CC2)CN1CCCn1ccnc1
  KDM5B inh: -10.5%

CSc1nsc(SC)c1C(N)=O
  KDM5B inh: 16.1%

Cc1ccccc1-n1nnnc1SCc1nc(N)c2ccccc2n1
  KDM5B inh: 8.8%

CCn1cc2c3c(cccc31)CN(C(=O)Cc1ccc(F)cc1)CC2
  KDM5B inh: ?

# Rewritten with bars between the fields: 2 of the compounds above.
structure | KDM5B inh
O=C(NCC(c1ccco1)S(=O)(=O)c1ccc(Cl)cc1)c1ccc2c(c1)OCO2 (stereo not given) | 5.5%
Clc1ccc(-c2nnn3c2nc(N2CCCCC2)c2ccccc23)cc1 | -29.0%

# The results go on:
COc1ccc(CN2C[C@H](O)C[C@H]2c2nc(-c3ccc(OC)cc3)no2)cc1
  KDM5B inh: -23.3%[86.2 µM]

CC(=O)Nc1ccc(/C=N/Nc2nncc3ccccc23)cc1
  KDM5B inh: -20.6%

CCN(c1ccccc1)S(=O)(=O)c1nnc(NC(=O)c2ccccc2OC)s1
  KDM5B inh: -17.0%

Cc1nc(-c2ccc(C)c(S(=O)(=O)N3CCC(C(=O)NCc4ccc(F)cc4)CC3)c2)no1
  KDM5B inh: -14.2%

O=C(O)c1ccccc1NS(=O)(=O)c1cc([N+](=O)[O-])ccc1N/N=C/c1ccsc1
  KDM5B inh: 8.0%

Cc1cccn2c(=O)c3cc(C(=O)NCc4ccccc4)c(=N)n(CCOCCO)c3nc12
  KDM5B inh: i

Cc1ccc2c(COC(=O)c3cc(S(=O)(=O)N(C)C)ccc3N3CCCCC3)cc(=O)oc2c1
  KDM5B inh: -14.4%

CCN(CC(=O)Nc1cccc(OC)c1)C(=O)Cc1nc(-c2ccccc2)oc1C
  KDM5B inh: 9.7%

Cc1ccc(C)c(CN2C(=O)c3ccccc3S(=O)c3ccc(C(=O)NCc4ccccc4Cl)cc32)c1 (stereo not given)
  KDM5B inh: ?

Cc1ccc(Cn2c(C)c3cnn(CC(=O)NCCc4ccc(Cl)cc4)c(=O)c3c2C)cc1
  KDM5B inh: -0.2%

COc1cccc(COCC(O)CN2CCC(C(N)=O)CC2)c1 (stereo not given)
  KDM5B inh: 29.2%

COc1ccc(OC)c(NC(=O)Cc2cccn2-c2ccc(Cl)cc2)c1
  KDM5B inh: -4.9%

Cc1cc(C(=O)N[C@@H]2CN(S(C)(=O)=O)C[C@H]2CN(C)C)n[nH]1
  KDM5B inh: 31.4%

O=C(CC(Sc1ccc(Br)cc1)C(=O)O)c1ccc(F)cc1 (stereo not given)
  KDM5B inh: ?

O=C(CCc1ccsc1)N1CCCC(C(F)(F)F)C1 (stereo not given)
  KDM5B inh: 26.2%

COCc1nn(CC(=O)N2CCc3sccc3C2)c(=O)n1-c1ccccc1
  KDM5B inh: -0.8%

CCSc1ncc(Cl)c(C(=O)Nc2ccc(S(=O)(=O)Nc3nccc(C)n3)cc2)n1
  KDM5B inh: 122.3%[activator]

CC(C)(C)c1ccc(-c2nnc(SCC(=O)N3CCCC3=O)n2C2CCCC2)cc1
  KDM5B inh: -10.2%

Cc1ccc(C(=O)N[C@H]2CO[C@H]3[C@@H]2OC[C@@H]3n2nnnc2Oc2ccc(-n3ccnc3)cc2)cc1
  KDM5B inh: 25.1%

O=S(=O)(c1cccc(C(F)(F)F)c1)N1CCC(Oc2ccc(-n3cnnn3)cc2)CC1
  KDM5B inh: 4.8%

COc1ccc(-c2nc(C3CC3)nc3c2CN(C(=O)c2ccccc2OC)CC3)cc1
  KDM5B inh: -2.7%[115 µM]

Cc1cnc(NC(=O)CCc2ncc(-c3c(F)cccc3F)o2)s1
  KDM5B inh: 11.4%

Cc1ccc(OCc2nc3ccccc3n2CC(C)C)cc1
  KDM5B inh: ?

CCO[C@H]1C[C@@H](O)C12CCN(C(=O)c1cc(=O)[nH]c(=O)[nH]1)CC2
  KDM5B inh: -12.2%

Cc1cccc(NC(=O)c2sc3nc(N4CCOCC4)c4c(c3c2N)CC(C)(C)OC4)c1
  KDM5B inh: ?

# No new results follow: entries from further up.
Cc1cccc(Nc2nnc(SCC(=O)N3CCOCC3)s2)c1C
  KDM5B inh: -11.3%

Cc1ccc(-c2ccc3nnc(CNC(=O)C(C)c4ccccc4)n3n2)cc1 (stereo not given)
  KDM5B inh: ?

CS(=O)(=O)c1cccc(C(=O)N2CCCN(C(=O)c3ccccc3)CC2)c1
  KDM5B inh: 14.2%

Cc1ccsc1/C=N/n1c(-c2cc(-c3ccccc3)n[nH]2)n[nH]c1=S
  KDM5B inh: ?

# Other records follow.
O=C(Nc1cccc2c1CCCC2)N1CCCC(OCc2cccnc2)C1 (stereo not given)
  KDM5B inh: -14.6%

Cc1ccccc1NC(=O)c1ccccc1NC(=O)c1ccccc1F
  KDM5B inh: -11.6%

O=C(CN1C(=O)NC2(CCS(=O)(=O)CC2)C1=O)Nc1cccc(Cl)c1
  KDM5B inh: -10.3%

Cc1ccc(S(=O)(=O)c2nnn3c2nc(N2CCOCC2)c2ccccc23)cc1
  KDM5B inh: 79.4µM*

CCc1nnc(NC(=O)Nc2ccc(Cl)cc2)s1
  KDM5B inh: -13.2%

CCOc1ccc(S(=O)(=O)N2CCc3nc4cc[nH]n4c(=O)c3C2)cc1
  KDM5B inh: ?

C#CCN1CCN(CCOc2ccc(Cl)cc2)CC1
  KDM5B inh: 18.1%

c1csc(CN2Cc3[nH]cnc3C[C@H]2c2nc(-c3ccc4c(c3)OCO4)no2)c1
  KDM5B inh: -25.6%[86.2 µM]

Cc1ccc2oc(=O)c3cc(C(=O)N(Cc4ccccc4)C(C)C)sc3c2c1
  KDM5B inh: -9.5%

O=C(CSc1nc2ccccc2o1)Nc1nc(-c2ccccc2)cs1
  KDM5B inh: -11.4%
